KOR beta-arrestin-1: KOR agonists, beta-arrestin recruitment, primary screen, cell-based, luminescence, uHTS (AID 1777); KOR beta-arrestin recruitment, luminescence; higher % means a stronger effect; one-dose activation, % at 10 µM; EC50 in µM for titrated hits; hit rate 0.02% among 280,000; in the data active means activation above about 50%, passing the limit was not always enough; further: a part of the inactive calls stands beside numbers as strong as those of hits
human PMI inhibitors: MPI inhibition at elevated mannose 6-phosphate – biochemical, fluorescence intensity, high mannose 6-phosphate, primary screen (AID 1220); recombinant PMI enzyme, coupled fluorescence intensity; higher % means a stronger effect; inhibition, % at 20 µM; hits with a dose series show IC50 in µM; hit rate 0.66% among 190,000
LYP inhibition: inhibitors of LYP phosphatase, biochemical, fluorescence intensity, uHTS (AID 1779) | recombinant LYP phosphatase, fluorescence intensity; higher % means a stronger effect | inhibition, % at 11.5 µM; hits with a dose series show IC50 in µM | hit rate 0.054% among 290,000;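 further: plate controls were vehicle with enzyme for no effect and no enzyme for full effect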
HEK293 NOD2/NF-kB: inhibition of NOD2-driven NF-kB reporter – cell-based, luminescence, uHTS, HEK293 (AID 1566). inhibition, % at 4 µM; hits with a dose series show EC50 in µM. HEK293 NOD2/NF-kB luciferase reporter, luminescence; higher % means a stronger effect. hit rate 0.63% among 290,000; further: many of its hits are not listed in these tables
PMI inhibitors: MPI enzyme activity inhibition – biochemical, fluorescence intensity, coupled assay, primary screen (AID 1209) | purified PMI enzyme, coupled fluorescence intensity; higher % means a stronger effect | inhibition, % at 20 µM, or IC50 in µM where a hit was titrated | hit rate 0.42% among 190,000;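 further: plate controls were DMSO vehicle for no effect and wells lacking substrate for full effect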
NOD1 NF-kB reporter: NOD1 signaling inhibitors, primary screen, cell-based, luminescence, uHTS (AID 1578). NOD1-driven NF-kB luciferase reporter cells, luminescence; higher % means a stronger effect. one-dose inhibition, % at 4 µM; EC50 in µM for titrated hits. hit rate 1% among 290,000; in the data active means inhibition mostly above about 36%, no sharp cut-off; inactive means mostly below about 34%;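 further: HEK-293T reporter cells stimulated with the NOD1 agonist gamma-tri-DAP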
TNAP activators: human TNAP enzyme activators, primary screen, biochemical, luminescent, no phosphate acceptor, uHTS (AID 1001). purified TNAP, luminescent activation assay, no phosphate acceptor; higher activation fold means a stronger effect. activation fold at 20 µM; hits with a dose series show EC50 in µM. hit rate 0.03% among 200,000; in the data active means activation fold from about 3, or a potency from the dose series; inactive means the rest, 99 in 100 with activation fold below about 1.6; further: many of its hits are not listed in these tables
KOR beta-arrestin-2: kappa opioid receptor blockers – cell-based, luminescence, uHTS (AID 1778); KOR beta-arrestin recruitment, luminescence, antagonist mode; higher % means a stronger effect; inhibition, % at 10 µM, or IC50 in µM where a hit was titrated; hit rate 0.091% among 290,000; further: strong numbers were not always called active
XIAP displacement: small molecules displacing peptide from XIAP – biochemical, IAP family, fluorescence polarization (AID 1018). hit rate 0.007% among 200,000. one-dose displacement, % at 20 µM; IC50 in µM for titrated hits. XIAP BIR domain, fluorescence polarization peptide displacement; higher % means a stronger effect; in the data active means displacement above about 50%; further: a part of the inactive calls stands beside numbers as strong as those of hits
Starred values were filed as active, the others as inactive; x = no result given; [ ] = another dose, or the depositor's remark. Unless noted, no stated cut-off is given here; in the data, active means inhibition above about 50%; inactive means the rest. The list is partial (hit frequency here may not be typical).

Molecule	KOR beta-arrestin-1	human PMI inhibitors	LYP inhibition	HEK293 NOD2/NF-kB	PMI inhibitors	NOD1 NF-kB reporter	TNAP activators	KOR beta-arrestin-2	XIAP displacement
Fc1ccc(Nc2cccc3nccnc23)cc1	-1.5%	26%	-5%	-7%	9%	-12%	1	19%	-13%
Clc1ccc(OCCCCSc2ncccn2)cc1	-2.2%	7%	4%	6%	13%	2%	1	31%	-12%
CCOC(=O)C1[C@H]2C(=O)N(CCCOC)C[C@]23C=C[C@H]1O3 (stereo not given in full)	-2.4%	7%	-3%	1%	-4%	-7%	1.1	-5%	-3.5%
COc1ccc(CN2CCNC(=O)C2CC(=O)NCc2csc(C(C)C)n2)c(OC)c1 (stereo not given)	-6.5%	18%	-7%	-5%	13%	-24%	1.1	-14%	-2.9%
COc1cccc(C(C)NC(=O)c2c(F)cccc2Cl)c1 (stereo not given)	5.5%	1%	-8%	7%	4%	7%	1.1	-8%	-11%
O=C(O)c1ccccc1N/C=C\[N+](=O)[O-]	6.9%	-16%	-7%	0%	-39%	-6%	1	-19%	-9.8%
COc1c(OC2OC(C(=O)O)C(O)C(O)C2O)cc(O)c2c(=O)cc(-c3ccccc3)oc12 (stereo not given)	2.7%	-5%	-2%	17%	-6%	-20%	0.9	-13%	-13%
COc1ccc(C(=O)NC(C)c2nnc(SCC(=O)NC3CCCC3)n2C)cc1 (stereo not given)	25%	x	-14%	1%	x	9%	x	-4%	x
CCN(CC(=O)NCc1cccs1)c1ccc(S(=O)(=O)N2CCN(C)CC2)cn1	1.7%	x	-5%	-11%	x	2%	x	0%	x
Cc1cc(Br)cc(Cl)c1OCC(=O)NC(=O)NCc1ccccc1	-1.6%	13%	-3%	5%	12%	-15%	1	13%	-1.5%
CCCCS(=O)(=O)N1CCCC(C(=O)N2CCOCC2)C1 (stereo not given)	-4.5%	x	-10%	16%	x	-13%	x	-43%[20 µM]	x
Cn1nccc1C(=O)Nc1sc2c(c1C(N)=O)CCCC2	-7.1%	1%	-2%	-70%	7%	-25%	1	-18%[20 µM]	-8.7%
COc1ccc(NC(=O)c2ccccc2N(Cc2ccccc2)S(C)(=O)=O)cc1OC	x	x	-4%	-4%	x	-22%	1.1	-60%[20 µM]	-8.2%
CC(=O)Oc1ccccc1C(=O)NC(C)CCc1ccccc1 (stereo not given)	6.6%	x	-6%	32%	x	-3%	x	-9%	x
O=C1COc2ccc(S(=O)(=O)NCc3ccccc3)cc2N1	0.1%	x	-2%	-4%	x	-14%	x	-20%	x
CN(C)c1ccc(NC(=S)NC23CC4CC(CC(C4)C2)C3)cc1	-3.1%	x	1%	-4%	x	-39%	x	-4%	x
Cc1cc(Cl)ccc1NNC(=O)c1cccs1	0.9%	x	-4%	-79%	x	-10%	x	-3%	x
COc1ccc(C(C)(C)C)cc1NC(=O)CCNC(=O)c1ccco1	-5.1%	x	-5%	6%	x	-35%	x	-5%	x
Cc1ccc(Cn2c(N3CCCCCC3)nc3c2c(=O)[nH]c(=O)n3C)cc1	0.5%	-1%	-2%	-13%	5%	-7%	1.1	-16%	-2.3%
CC(C)C(OC(=O)c1cccs1)C(=O)NCc1cccs1 (stereo not given)	-1.6%	-11%	-19%	19%	1%	4%	1	5%	-6.8%
CCc1c(C)c2ccc(OC(C)C(=O)NC(Cc3c[nH]c4ccc(O)cc34)C(=O)O)c(C)c2oc1=O (stereo not given)	-1.8%	x	1%	2%	x	-12%	x	-12%[20 µM]	x
CCc1nnc(NC(=O)CSc2ccc(-c3ccco3)nn2)s1	-2.7%	20%	-2%	12%	3%	-12%	1.1	-19%	-2.5%
CCOC(=O)c1cnc(/N=C/N(C)C)s1	7.6%	-1%	-1%	15%	2%	28%	1	-26%	-8.9%
CC(O)C(NS(=O)(=O)c1ccc(Cl)cc1)C(=O)OCc1nnc(-c2ccccc2)o1 (stereo not given)	3.7%	1%	-2%	-25%	-33%	29%	0.9	-6%	23%
COc1ccc(Cl)cc1N/C(N)=N/c1nc(C)cc(=O)[nH]1	0.4%	6%	-3%	8%	3%	-39%	1.3	-27%	-11%
CCOC(=O)c1ccc(NC(=O)CSc2nc3c(c(=O)n2-c2ccccc2OC)SCC3)cc1	-1.2%	11%	9%	13%	14%	-10%	1	4%	-12%
COc1cccc(C2C(C(=O)Nc3ccc(C)cc3C)=C(C)Nc3ncnn32)c1OC (stereo not given)	-0.7%	8%	-9%	7%	1%	2%	1.1	-3%	-12%
COc1ccc(C2(C)NC(=O)N(CC(=O)Nc3ccc(S(=O)(=O)N4CCCC4)cc3)C2=O)cc1 (stereo not given)	-3.8%	3%	-1%	4%	2%	-34%	1.1	27%	-2.2%
Cc1ccc(OCc2ccc(C(=O)Nc3nccs3)o2)cc1	-3.8%	-7%	-5%	-13%	-16%	-30%	1.2	-20%	1.4%
CCOC(=O)Cc1csc(NC(=O)C(NC(=O)C2CCC(C)CC2)C(C)C)n1 (stereo not given)	6.7%	x	-4%	16%	x	10%	x	-52%	x

Compound profiles, from the list above:
CCc1nnc(NC(=O)CSc2ccc(-c3ccco3)nn2)s1 as listed: KOR beta-arrestin-1: -2.7%; human PMI inhibitors: 20%; LYP inhibition: -2%; HEK293 NOD2/NF-kB: 12%; PMI inhibitors: 3%; NOD1 NF-kB reporter: -12%; TNAP activators: 1.1; KOR beta-arrestin-2: -19%; XIAP displacement: -2.5%
CCOC(=O)Cc1csc(NC(=O)C(NC(=O)C2CCC(C)CC2)C(C)C)n1 (stereo not given) as listed: KOR beta-arrestin-1: 6.7%; human PMI inhibitors: x; LYP inhibition: -4%; HEK293 NOD2/NF-kB: 16%; PMI inhibitors: x; NOD1 NF-kB reporter: 10%; TNAP activators: x; KOR beta-arrestin-2: -52%; XIAP displacement: x

(more compounds)
Molecule	KOR beta-arrestin-1	human PMI inhibitors	LYP inhibition	HEK293 NOD2/NF-kB	PMI inhibitors	NOD1 NF-kB reporter	TNAP activators	KOR beta-arrestin-2	XIAP displacement
CN(C)CCCSc1nc(-c2ccccc2)nc2c1CCC2	6.9%	-7%	2%	13%	3%	41%	1	-2%	-8.2%
O=C(c1cc([N+](=O)[O-])ccc1Cl)N1CCN(Cc2ccc3c(c2)OCO3)CC1	-2.9%	0%	-4%	0%	2%	-17%	1.1	11%	-1.9%
Cn1nnnc1SCC(=O)NC1CCCCC1	-2.8%	16%	-9%	12%	13%	12%	1.3	2%	-9.6%
C[C@@H]1NC(=O)c2cc([N+](=O)[O-])cc(I)c2OCC[C@@H](C(N)=O)NC(=O)[C@H](CCCCN)NC1=O	0.3%	-24%	-10%	3%	-29%	-5%	1.1	-43%	-12%
CC(=O)c1ccc(-n2ccc(=O)cc2)cc1	2.7%	x	-4%	-13%	x	-11%	x	-43%	x
COC(=O)c1ccccc1NC(=O)c1ccc(Cn2cc(Cl)cn2)o1	-1.9%	4%	-5%	0%	3%	0%	1.1	1%	-1.4%
COc1cc(C2Nc3ccccc3NC3=C2C(=O)CC(C)(C)C3)cc(OC)c1OC (stereo not given)	-0.7%	x	-10%	13%	x	19%	x	-24%[20 µM]	x
COc1ccc(NC(=O)Nc2cnccn2)cc1OC	3.0%	x	-9%	9%	x	-14%	x	1%	x
Cc1nn(Cc2ccc([N+](=O)[O-])cc2)c(=O)n1-c1ccccc1Cl	-0.5%	-10%	-9%	12%	-21%	-36%	1.1	-5%	-0.3%
CC1CCN(C(=O)c2ccc(S(=O)(=O)Cc3cc(F)ccc3F)c([N+](=O)[O-])c2)CC1	-2.5%	22%	-3%	x	14%	x	1	7%	-10%
O=C(CN(c1ccc2c(c1)OCCO2)S(=O)(=O)c1ccccc1)NCc1ccc(Cl)cc1	5.0%	9%	0%	15%	4%	0%	1.1	36%	0.7%
CN(C)C(=O)NCc1ccc(S(N)(=O)=O)cc1	-1.4%	11%	1%	10%	16%	x	1.1	1%	-3.9%
COC(=O)[C@H](CCSC)NC(=O)Nc1cc(OC)cc(OC)c1	4.3%	x	-10%	-6%	x	10%	x	20%	x
COc1ccc2oc(C(=O)OCC(=O)/C(C#N)=C(\C)N)c(C)c2c1	3.1%	24%	-4%	-18%	0%	-44%	1.2	-34%[20 µM]	-7.8%
O=C(Nc1cccc(-c2cnc3ccccc3n2)c1)c1cccc(NC(=O)c2ccco2)c1	-1.4%	4%	-3%	-12%	7%	-1%	0.9	-98%	-21%
COc1ccc(NC(=O)c2cc(-c3ccccc3OC)on2)cc1	4.2%	4%	-3%	-75%	5%	-36%	1	-84%	-4.5%
CCOC(=O)C1(Cc2cccc(OC)c2)CCCN(C(=O)CCc2cccnc2)C1 (stereo not given)	2.4%	11%	-7%	-46%	12%	-50%	1	18%[20 µM]	-6.6%
Cn1cnc2c1c(=O)n(Cc1ccc(F)cc1Cl)c(=O)n2C	-3.3%	3%	-8%	2%	10%	-18%	1.1	8%	-3.7%
CCOC(=O)COc1ccc2c(=O)c(-c3ccc(OC)c(OC)c3)c(C(=O)OCC)oc2c1	2.6%	x	2%	9%	x	0%	x	-5%	x
O=C(COC(=O)c1ccccn1)c1cccc(Br)c1	2.9%	x	-6%	1%	x	-48%	x	-6%	x
NC(=O)[C@H]1CC2(CC(c3cccc(NC(=O)CC(c4ccccc4)c4ccccc4)c3)=NO2)CN1C(=O)CC(c1ccccc1)c1ccccc1 (stereo not given in full)	-1.4%	x	5%	-8%	x	7%	x	x	x
Cc1ccc(-c2nn3c(-c4ccco4)nnc3c3ccccc23)cc1S(=O)(=O)N1CCOCC1	-1.2%	-2%	-10%	20%	3%	-3%	1.1	-14%	-2.3%
CCS(=O)(=O)N1Cc2ccccc2CC1C(=O)Nc1ccc(NC(C)=O)cc1 (stereo not given)	0.2%	2%	-7%	11%	6%	-1%	1	11%	-5.4%
C=C(C)C(=O)Oc1ccc(N2C(=O)CCC2=O)cc1	-3.0%	x	-4%	-18%	x	13%	x	17%	x
COc1ccccc1Nc1nn2c(=O)c3ccc(C(=O)NCc4cccnc4)cc3nc2s1	-7.7%	x	-16%	-14%	x	-37%	x	-2%	x
CCc1ccc(NC(=O)CSc2nnc(-c3cnccn3)n2Cc2ccco2)cc1	-2.9%	5%	-6%	6%	12%	4%	1	14%	-2.4%
CCOC(=O)c1c(O)c2cccc3c2n(c1=O)CC3	6.0%	x	-5%	5%	x	-13%	x	-11%	x
O=P(OC1CCCCC1)(OC1CCCCC1)C(O)c1cccnc1 (stereo not given)	1.8%	x	0%	16%	x	-5%	x	-11%	x
CCS(=O)(=O)c1nc(S(=O)(=O)c2ccc(C)cc2)c(N2CCCC2)s1	2.3%	x	-2%	28%	x	38%	x	-48%	x
O=C(/C=C/c1ccc2c(c1)OCO2)c1ccc[nH]1	1.0%	-4%	4%	-82%	-4%	-33%	1.1	14%	-4.3%
COCCNC(=O)C(C#N)c1nc2ccccc2nc1N1CCCCCC1 (stereo not given)	2.3%	-44%	-3%	6%	-27%	-32%	1	0%	-6.3%
